Tau FP inhib: blocks human tau fibril formation measured by polarization. 280,000 compounds, 0.39% hits. K18 P301L tau heparin fibrillization, Alexa594 FP, 6 h. Potency, µM (series often up to 57.7 µM), for inactives: top-dose activity, negative = inhibition, most hits filed as inhibitors. P10636; further: nearly all actives have a fitted effect of over 55% in size
Target sequence (P10636 561-689 P618L limits assumed): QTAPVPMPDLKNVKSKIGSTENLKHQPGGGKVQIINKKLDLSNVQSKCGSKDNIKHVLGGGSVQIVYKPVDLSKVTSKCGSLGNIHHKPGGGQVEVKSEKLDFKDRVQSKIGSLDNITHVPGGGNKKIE
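Steps: dispense K18 P301L tau (15 uM plus 0.24 uM Alexa 594 tracer, final) in pH 7 sodium acetate; add compound; add heparin (20 uM final); incubate 6 hr, 37 C; add ThT (30 uM final); after 1 hr ambient, read FP.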
TexasRed fluor: Texas Red fluorescence interference in TRb-SRC2 counter-screen; TRb/SRC2 Texas Red total fluorescence interference; Potency, µM (doses to about 106 µM), for inactives: at the top dose fluorescence change, negative = quenching; 280,000 compounds, 0.29% hits; AID 1479; active means well fitted curve in either direction with a large enough effect; inconclusive means small, poorly fitted or top-dose-only effect
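Flags fluorescent or light-absorbing compounds by total fluorescence, S + 2P, at 555 nm excitation and 632 nm emission. Mixture: 20 nM Texas Red SRC2 peptide, 0.6 uM human TRb LBD, 1 uM T3, 5% DMSO; compound exposure 5 h at ambient temperature.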
RGS12 GoLoco inh: inhibitors of human Gai1-RGS12 GoLoco interaction (red fluorophore); P63096; Gai1:RGS12 GoLoco peptide FP, rhodamine, 10 min; Potency, µM (series often up to 61.6 µM), for inactives: at the top dose activity, negative = inhibition, actives largely listed as inhibitors; 230,000 compounds, 0.44% hits; active means well fitted inhibition curve with a large enough effect, not every such curve was filed as active; inactive means no such curve, though single readings can be large or run the other way; further: nearly all actives have a fitted effect of over 30% in size; many of its hits are not listed in these tables
Target sequence (P63096 whole entry, looked up): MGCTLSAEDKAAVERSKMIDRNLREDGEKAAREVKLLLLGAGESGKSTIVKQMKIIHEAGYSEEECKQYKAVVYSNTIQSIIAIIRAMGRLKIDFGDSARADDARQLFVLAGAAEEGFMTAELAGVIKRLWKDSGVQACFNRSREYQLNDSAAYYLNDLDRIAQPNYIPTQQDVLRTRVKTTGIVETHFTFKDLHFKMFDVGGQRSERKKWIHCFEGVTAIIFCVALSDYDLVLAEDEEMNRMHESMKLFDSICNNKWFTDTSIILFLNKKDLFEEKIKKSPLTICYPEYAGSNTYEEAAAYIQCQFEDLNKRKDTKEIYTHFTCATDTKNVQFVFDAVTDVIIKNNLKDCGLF
RECQ1 helicase: RECQ1 (human) helicase inhibition | 240,000 compounds, 0.54% hits | Potency, µM (titrated, usually from 57.3 µM), for inactives: at the top dose activity, negative = inhibition, hits mostly inhibitors | RECQ1 DNA unwinding, red fluorescence kinetic read | AID 2549 | P46063;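 further: plate controls were vehicle for no effect and no enzyme for full effect; nearly all actives have a fitted effect of over 30% in size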
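RECQ1T1 50 nM; forked duplex (20 bp + 30-nt ss tails) 200 nM, ATP 2 mM final; pH 8.0, 2 mM MgCl2, 2.5 ug/ml poly(dI-dC); 15 min compound preincubation; discontinuous kinetic read over 2 h at RT.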
TRb SRC2 PPI: inhibitors of human thyroid hormone receptor beta-SRC2 interaction | P10828 | TRbeta-SRC2 peptide binding, fluorescence polarization; receptor liganded with 1 µM T3 | Potency, µM (doses to about 106 µM), for the others: top-dose activity change, negative = inhibition, usual class: inhibitors | 280,000 compounds, 0.065% hits | AID 1469;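 further: plate controls were bound peptide for no effect and peptide without receptor for full effect; nearly all actives have a fitted effect of over 50% in size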
Target sequence (P10828 whole entry, looked up): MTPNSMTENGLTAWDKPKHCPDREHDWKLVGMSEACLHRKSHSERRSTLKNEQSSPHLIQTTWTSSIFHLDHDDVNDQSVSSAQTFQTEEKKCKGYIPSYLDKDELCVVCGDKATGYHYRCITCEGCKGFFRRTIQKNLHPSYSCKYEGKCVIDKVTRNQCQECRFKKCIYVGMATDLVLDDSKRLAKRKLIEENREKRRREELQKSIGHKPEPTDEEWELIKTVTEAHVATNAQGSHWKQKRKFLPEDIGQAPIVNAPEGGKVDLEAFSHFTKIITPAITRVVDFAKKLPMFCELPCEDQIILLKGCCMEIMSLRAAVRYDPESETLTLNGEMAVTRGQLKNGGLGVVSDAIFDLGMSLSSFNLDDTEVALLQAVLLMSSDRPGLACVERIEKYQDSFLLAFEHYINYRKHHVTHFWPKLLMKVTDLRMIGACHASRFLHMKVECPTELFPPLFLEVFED
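Binding of a 20-amino-acid Texas Red SRC2 peptide (20 nM) to TRb ligand-binding domain (0.6 uM) with agonist T3 at 1 uM was followed by fluorescence polarization after a 5 hr room-temperature incubation.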
JMJD2E inh: inhibitors of human JMJD2E histone demethylase; B2RXH2; JMJD2E catalytic domain, FDH-coupled NADH fluorescence (FDH is formaldehyde dehydrogenase); Potency, µM (series often up to 57.1 µM), without a hit: at the top dose activity change, negative = inhibition, actives largely listed as inhibitors; 230,000 compounds, 1.6% hits; AID 2147; active means well fitted inhibition curve with a large enough effect, not every such curve was filed as active; inconclusive means small, poorly fitted or top-dose-only effect, or another doubt; inactive means no such curve, though single readings can be large or run the other way;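 further: 0% = wells with enzyme and -100% = buffer wells without enzyme; nearly all actives have a fitted effect of over 50% in size; many of its hits are not listed in these tables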
L3MBTL1 block: L3MBTL1 (human) inhibition; Q9Y468; AlphaScreen L3MBTL1–H3K9me1 peptide binding; Potency, µM (titrated, usually from 57.1 µM), without a hit: top-dose activity, negative = inhibition, actives largely listed as inhibitors; 230,000 compounds, 0.66% hits; AID 485360; further: nearly all actives have a fitted effect of over 60% in size
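Read-out is AlphaScreen signal from streptavidin donor and nickel chelate acceptor beads (10 ug/mL final each) bridging L3MBTL1 (50 nM) and biotinylated K9-monomethylated H3(1-15) peptide (75 nM), after 30 min compound exposure at room temperature.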
Tau fibril ThT: tau fibrillization inhibition (ThT binding); P10636; Potency, µM (top dose mostly 57.4 µM), inactives show at the highest dose activity, negative = inhibition, hits mostly inhibitors; recombinant tau K18 P301L (four-repeat tau fragment), heparin-induced fibrillization, ThT fluorescence; 270,000 compounds, 2.1% hits; further: nearly all actives have a fitted effect of over 55% in size
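Heparin-induced fibrillization of the P301L-mutant K18 repeat-domain fragment of human tau was followed by ThT binding in quantitative high-throughput format.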
An asterisk follows results filed as active; i = inactive; ? = inconclusive; . = no result given; [ ] = remark or other dose. Unless noted, the call rests on the fitted dose curve; in most records, active means well fitted curve in the direction sought with a large enough effect; inconclusive means small, poorly fitted or top-dose-only effect, or another doubt; inactive means no such curve, though single readings can be large; an effect the other way counts as inactive or inconclusive. Unless noted, on the % scale 0 is the no-effect control and ±100 the full control effect; potency means the concentration at half of the fitted maximal effect. A portion of the library, so the mix of outcomes need not match the whole.

SMILES | Tau FP inhib | TexasRed fluor | RGS12 GoLoco inh | RECQ1 helicase | TRb SRC2 PPI | JMJD2E inh | L3MBTL1 block | Tau fibril ThT
COc1ccc(CC2(CO)CCN(S(=O)(=O)N(C)C)CC2)cc1 | -4.0% | 0.9% | 1.9% | 2.7% | -2.2% | -2.1% | 3.3% | -4.9%
OC(CNCc1ccccc1)c1ccccc1 (stereo unspecified) | 4.4% | 0.4% | 6.2% | -1.6% | 3.5% | -12.3% | 6.4% | -2.9%
CC(=O)Oc1ccc2c(c1)cc(C)n2C | 0.7% | -3.6% | -3.2% | -4.0% | 1.7% | 0.8% | -8.4% | -9.3%
CC(=O)OC[C@H]1O[C@@H](n2ccc(=O)[nH]c2=S)C(OC(C)=O)C1OC(C)=O (stereo partly specified) | -12.7% | -6.5% | 10.4% | -16.3% | 1.7% | -2.4% | 17.3% | 9.4%
CCOc1ccccc1NC(=O)CN(c1cc(C)cc(C)c1)S(=O)(=O)c1c(C)noc1C | 9.0% | -6.4% | 10.3% | -4.3% | -5.3% | 8.6% | -0.9% | -3.4%
CCn1c(SCc2ccc(Cl)cc2)nc2nc3c(cc2c1=O)CCCC3 | -4.4% | 1.3% | -8.0% | -13.5% | -7.0% | 0.5% | 34.8%[activator] | 2.8%
CC(=O)Nc1cccc(OCCCOc2ccc([N+](=O)[O-])cc2)c1 | -11.2% | 2.0% | 3.4% | 0.5% | 6.1% | -5.8% | . | -2.8%
CCc1cc(C(=O)c2ccc(OC)cc2)c(NC(=O)CN2CCCC2)s1 | -10.5% | -6.1% | -7.8% | -17.6% | -2.9% | ? | 7.8% | ?
O=C(O)Cn1cnc2c(=S)nc[nH]c21 | 0.5% | -5.5% | -22.7% | i | -7.0% | ? | 14.1% | 0.5%
CCN(Cc1ccccc1)S(=O)(=O)c1ccc(F)c(C(=O)Nc2ccc(C(C)C)cc2)c1 | -14.4% | -1.8% | . | . | 8.3% | . | . | 1.2%
Cc1ccc(CN2CCN(C3CCN(C(=O)c4ccccc4)CC3)C(=O)C2=O)cc1 | 1.8% | -1.1% | . | . | 6.5% | . | . | -1.0%
CN(C(=O)c1ccc2c(c1)C(=O)N(CCC1=CCCCC1)C2=O)C1CCCCC1 | 2.3% | 0.5% | -32.8% | -0.2% | 3.3% | -2.1% | . | ?
O=C(OCCNc1ncc(C(F)(F)F)cc1Cl)c1ccc(S(=O)(=O)N2CCOCC2)cc1 | -8.4% | 0.0% | 4.6% | -9.1% | -14.2% | -11.3% | -2.7% | -0.6%
COc1cc(NC(=O)C(Cc2ccccc2)NS(=O)(=O)c2cccc3nsnc23)cc(OC)c1 (stereo unspecified) | -4.1% | -2.4% | . | . | -0.5% | . | . | -8.7%
Cc1ccc(-c2csc3nc(CN(C)Cc4ccccc4)[nH]c(=O)c23)cc1 | -12.4% | 6.1% | 55.2%[activator] | -25.5% | -7.0% | ? | -16.1% | ?
O=C(c1ccc(Br)o1)N1CCN(Cc2ccc3c(c2)OCO3)CC1 | 4.1% | 2.3% | -1.3% | -7.0% | -1.7% | -7.0% | -11.3% | -5.4%
Cc1cc(C)c2nc(Cl)c(CN(Cc3ccco3)C(=O)Nc3ccccc3C)cc2c1 | 1.9% | 0.4% | -12.7% | 0.3% | 6.2% | 10.5% | 5.2% | 0.3%
CC(C)CN(Cc1c(O)ccc2c3c(c(=O)oc12)CCC3)CC(C)C | -1.9% | -2.1% | -4.2% | -4.0% | -2.5% | ? | -1.7% | 0.3%
Cn1c(=O)c2c(nc(Sc3ncnn3CC(=O)NC(C)(C)C)n2C)n(C)c1=O | 1.1% | -0.6% | 0.1% | i | -0.8% | -5.6% | 0.7% | 1.5%
CCOC(=O)c1ccc(NC(=O)CN(Cc2ccc(C)cc2)S(=O)(=O)c2ccc(C)cc2)cc1 | -15.5% | 3.4% | . | . | -0.2% | . | . | -0.2%
Cc1ccc(S(=O)(=O)N2CCN(C(=O)C3COc4ccccc4O3)CC2)cc1C (stereo unspecified) | 5.4% | 0.5% | -32.4% | -2.5% | 11.3% | -2.2% | -7.4% | -7.6%
Cn1cnnc1SCc1cccc(Br)c1 | 6.7% | -4.5% | -6.7% | i | 4.8% | -0.3% | 2.2% | -8.3%
CCOC(=O)c1oc2ccccc2c1NC(=O)C(C)(C)C | ? | -3.3% | -12.2% | -2.8% | -9.1% | ? | ? | -7.3%
Cc1cccc(NC(=O)c2ccc(C(=O)Nc3cccc(C)c3C)cc2)c1C | -7.8% | -14.2% | . | . | 0.0% | . | . | -5.9%
O=C(CSc1nc2c([nH]c3ccccc32)c(=O)n1-c1ccccc1)Nc1ccc(Cl)c(Cl)c1 | -9.8% | -4.3% | . | . | -6.1% | . | . | ?
COc1ccccc1/C=C/C(=O)OCC(=O)NNC(=O)c1ccccc1 | ? | -1.0% | -0.3% | -2.1% | -3.4% | ? | 11.7% | -4.2%
CCC(C)C(=O)Nc1nc(C)c(-c2csc(Nc3cc(Cl)ccc3OC)n2)s1 (stereo unspecified) | 7.1% | 9.9% | 21.4% | -2.9% | -3.3% | -3.1% | -0.9% | ?
Cc1ccc(-n2cc(C(=O)OCc3ccc(Cl)cc3)c3ccccc3c2=O)cc1 | 5.0% | 0.7% | . | . | -1.5% | . | . | 0.4%
CCOC(=O)c1c(NC(=O)CSc2nc3ccccc3o2)sc(C)c1C | 0.3% | 1.3% | 26.3% | i | -4.9% | -3.7% | 12.7% | -12.6%
CC(=O)Nc1ccc(S(=O)(=O)Nc2cccc(-c3nc4ccccc4o3)c2)cc1 | ? | -4.3% | 4.9% | i | 2.0% | -15.8% | . | 4.9%
COc1ccccc1NCC(=O)NNC(C)C(=O)Nc1cccc(Cl)c1 (stereo unspecified) | -0.5% | -1.1% | 2.1% | -2.2% | 2.8% | -3.9% | -5.8% | -8.7%
COc1ccc(/C=N\Nc2ccc([N+](=O)[O-])cc2)c(C(=O)O)c1OC | 5.9% | -2.8% | 11.9% | i | 3.7% | -5.8% | -2.0% | 12.6µM*
CS(=O)(=O)N1CCN(c2ccccc2NC(=O)CSc2ccc(Cl)cc2)CC1 | 9.3% | 3.5% | 2.0% | i | -1.8% | -3.5% | -14.0%[11.4 µM] | -5.5%
O=C(Nc1ccc2c(c1)OCCO2)C1CC1c1ccccc1 (stereo unspecified) | 7.6% | -3.8% | 10.7% | -6.8% | 2.5% | -3.6% | 2.9% | -6.0%
Cc1cccc(NC(=O)c2nc(-c3ccccc3)n(-c3ccccc3)n2)c1C | 2.1% | -1.3% | 7.3% | -1.9% | -15.1% | 3.5% | . | ?
CC1(C)CC(=O)C(C(=O)/C=C/c2ccco2)C(=O)C1 | 6.7% | -0.2% | -9.8% | i | -9.2% | 6.6% | -96.5% | 14.9%
COc1ccc(C(=O)CC2(O)C(=O)Nc3c(C)cccc32)c(OC)c1OC (stereo unspecified) | -4.8% | 1.1% | . | . | 4.4% | . | . | 2.6%
CCCCN(C(=O)c1cccc2c(=O)c(C)c(-c3ccccc3)oc12)c1ccccc1 | 6.2% | -0.8% | 9.0% | -14.7% | -7.5% | 3.1% | -0.4% | ?
Cc1ccc(N2C(=O)CC(N3CCc4ccccc43)C2=O)cc1Cl (stereo unspecified) | -2.8% | -0.4% | 2.5% | 0.6% | -3.0% | -1.4% | . | -6.9%
Nc1nnc(CSCc2ccc(F)cc2)s1 | 2.4% | -0.4% | -7.1% | -2.2% | -3.7% | -7.4% | 10.9% | 9.7%
Cc1nn2c(NCCCN(C)C)c3c(nc2c1-c1ccccc1)CCC3 | ? | -1.2% | 8.6% | i | -1.9% | -3.1% | . | ?
O=C(NC(C(=O)N1CCCC1C(=O)O)=C1CCCCC1)c1ccccc1 (stereo unspecified) | 4.5% | -0.6% | -31.0% | -3.4% | 7.7% | 3.8% | ? | 1.9%
Cc1ccc2[nH]c(=O)c(CNC(C)(C)C)cc2c1 | 2.8% | -0.3% | -3.7% | -3.3% | 13.2% | ? | 1.7% | -1.6%
CCOC(=O)C1=C(N)N2C(=O)C(C)SC2=C(C(=O)OCC)C1c1ccccc1 (stereo unspecified) | 1.4% | -5.5% | -3.1% | -2.1% | -4.6% | ? | -1.2% | ?

Among those listed so far, 6 contain an aryl thioether with sulfur outside any ring:
SMILES | Tau FP inhib | TexasRed fluor | RGS12 GoLoco inh | RECQ1 helicase | TRb SRC2 PPI | JMJD2E inh | L3MBTL1 block | Tau fibril ThT
CCn1c(SCc2ccc(Cl)cc2)nc2nc3c(cc2c1=O)CCCC3 | -4.4% | 1.3% | -8.0% | -13.5% | -7.0% | 0.5% | 34.8%[activator] | 2.8%
Cn1c(=O)c2c(nc(Sc3ncnn3CC(=O)NC(C)(C)C)n2C)n(C)c1=O | 1.1% | -0.6% | 0.1% | i | -0.8% | -5.6% | 0.7% | 1.5%
Cn1cnnc1SCc1cccc(Br)c1 | 6.7% | -4.5% | -6.7% | i | 4.8% | -0.3% | 2.2% | -8.3%
O=C(CSc1nc2c([nH]c3ccccc32)c(=O)n1-c1ccccc1)Nc1ccc(Cl)c(Cl)c1 | -9.8% | -4.3% | . | . | -6.1% | . | . | ?
CCOC(=O)c1c(NC(=O)CSc2nc3ccccc3o2)sc(C)c1C | 0.3% | 1.3% | 26.3% | i | -4.9% | -3.7% | 12.7% | -12.6%
CS(=O)(=O)N1CCN(c2ccccc2NC(=O)CSc2ccc(Cl)cc2)CC1 | 9.3% | 3.5% | 2.0% | i | -1.8% | -3.5% | -14.0%[11.4 µM] | -5.5%
